Source: PubChem BioAssay (several laboratories)
PLAP inhibition = PLAP enzyme inhibitors, biochemical, luminescence, HTS (AID 690). actives 0.08% (n = 96,000). purified PLAP, luminescent substrate; higher % means a stronger effect. inhibition, % at 20 µM; hits with a dose series show IC50 in µM; in the data active means a potency from the dose series; inactive means the rest, 99 in 100 with inhibition below about 30%; further: strong numbers were not always called active
IL1B NFkB inh = inhibitors of IL-1B driven NFkB p65 nuclear import, primary screen, imaging, HUVEC, IL-1B stimulus, high-content imaging; HUVEC IL-1B NFkB p65 nuclear translocation imaging; inhibition, % at 2 µM; actives 0.43% (n = 94,000); AID 796, 2007;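 active means inhibition above about 30% together with a positive call from visual inspection of the well image, limit read from the data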;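 further: nuclear over cytoplasmic p65 intensity ratio measured by imaging; 0% = IL-1B stimulated DMSO wells and 100% = unstimulated DMSO wells; values of inactives mirror those of a sister screen read the other way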
MRP resist rev = reversal of MRP1-mediated doxorubicin resistance, primary screen, H69AR cells, doxorubicin co-treatment; H69AR cells + 2 uM doxorubicin, CellTiter-Glo, 72 h; differential viability (reversal), % at 10 µM; actives 0.04% (n = 85,000);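 active means viability drop by adding the cancer drug above about 55%, with treated viability meeting a 40% cutoff, limit read from the data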;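 further: viability without doxorubicin minus viability with 2 µM doxorubicin for each compound; larger differential means the compound sensitizes cells more to doxorubicin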
Bcl-B displacement = displacers of TR3 peptide from Bcl-B, primary screen, selectivity assay for Bfl-1 inhibitor project, biochemical, fluorescence polarization; Bcl-2-like protein 10 (Homo sapiens); FP displacement of FITC-TR3 peptide from Bcl-B; higher % means a stronger effect; displacement, % at 20 µM; hits with a dose series show IC50 in µM; actives 0.11% (n = 96,000);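 active means displacement above 50% at 20 µM plus a fluorescence interference ratio under 1.5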;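 further: plate controls were wells without compound for no effect and wells lacking Bcl-B protein for full effect; a part of the inactive calls stands beside numbers as strong as those of hits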
NFkB transloc pot = enhancers of NFkB p65 translocation in HUVEC – imaging, IL-1B stimulus, high-content imaging, primary screen; HUVEC IL-1B NFkB p65 nuclear translocation imaging; activation, % at 2 µM; actives 0.3% (n = 94,000); AID 819, 2007;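 active means activation above 40%, about the mean plus 3 SD, also judged a hit on visual image review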;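 further: percent activation is computed from the nuclear over cytoplasmic p65 intensity ratio; values of inactives mirror those of a sister screen read the other way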
MRP resist rev cytotoxicity = second read-out of MRP resist rev, no call of its own (marks repeat the call); viability, %; H69AR cells, CellTiter-Glo, 72 h; measured here: cytotoxicity without doxorubicin
MRP resist rev with doxorubicin = second read-out of MRP resist rev, no call of its own (marks repeat the call); viability, %; measured here: viability with 2 uM doxorubicin; hits give low values
IL1B NFkB inh cell count 2 µM = second read-out of IL1B NFkB inh, no call of its own (marks repeat the call); cell count; measured here: cells passing quality filter;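 raw number of nuclei counted in each imaged well without normalization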
NFkB transloc pot cell count 2 µM = recorded beside NFkB transloc pot, whose call it bears; cell count; measured here: cells passing quality filter
Active calls of the source: *; . = no result given. The list is partial; the hit share may differ from the screen's.

SMILES	PLAP inhibition	IL1B NFkB inh	IL1B NFkB inh cell count 2 µM	MRP resist rev	MRP resist rev cytotoxicity	MRP resist rev with doxorubicin	Bcl-B displacement	NFkB transloc pot	NFkB transloc pot cell count 2 µM
O=C(c1cc2c(s1)CCCCCC2)N1CCC2(CC1)OCCO2	-63%	-10	131	7	82	75	-6%	10	131
Cc1ccc(N2C(=O)NC(=O)C3(Cc4ccccc4N4CCN(c5ccccc5)CC43)C2=O)cc1 (centres undefined)	-22%	0	101	5	82	77	0%	0	101
COc1ccc(CN2CCN(c3ccccc3F)CC2)cc1O	-11%	0	211	9	101	92	18%	0	211
Cc1cc(C)n2nc(C)[n+](C)c2n1	-17%	-6	169	.	.	.	-8%	6	169
CN(C)CC1CSCCC1(O)c1ccccc1Cl (centres undefined)	.	0	141	-9	91	100	.	0	141
NCC(CC(=O)O)C1CCCCC1 (centres undefined)	13%	-18	65	-22	92	113	-4%	18	65
O=c1[nH]c(=O)n(CCC2=CCCCC2)c(O)c1C=NCCCn1ccnc1	-109%	-6	126	15	98	84	-8%	6	126
CC(=O)OC1N=C(c2ccccc2)c2cc(Br)ccc2NC1=O (centres undefined)	-18%	0	150	-6	93	98	1%	0	150
OC1(CN2CCOCC2)C2CC3CC(C2)CC1C3 (centres undefined)	-15%	-12	112	0	89	89	5%	12	112
CC(C)CCC1(CCc2ccncc2)C(=O)NC(=O)NC1=O	.	-4	199	19	91	72	.	4	199
CN(C)c1ccc(P(=S)(N(C)C)N(C)C)cc1	-38%	.	.	16	92	76	3%	.	.
O=C(c1cccn2c(=O)c3ccccc3nc12)N1CCC2(CC1)OCCO2	-16%	-4	150	22	100	78	4%	4	150
CC(=O)c1ccccc1NC(=O)C1C2CCC(O2)C1C(=O)O (centres undefined)	-53%	4	140	-11	40	51	-7%	-5	140
OC(Cn1c2ccccc2c2ccccc21)C[n+]1cccc2ccccc21 (centres undefined)	14%	4	187	.	.	.	18%	-4	187
Cc1nc2c(=O)n(C)c(=O)nc-2n(C)n1	.	-38	142	0	3	2	.	38	142
CCOc1ccc(C2C(C#N)=C(N)Oc3c2c(=O)oc2ccccc32)cc1 (centres undefined)	0%	-8	165	2	94	92	-2%	8	165
CCOC(=O)c1c(C)n(CCOC)c2ccc(O)cc12	15%	2	114	4	85	80	3%	-2	114
O=C1C2CCCN2C(c2ccc(Cl)c(Cl)c2)N1c1ccccn1 (centres undefined)	.	6	152	14	100	86	.	-6	152
CCC(CC)C(=O)NC1CCSC1=O (centres undefined)	4%	2	188	-1	90	91	11%	-2	188
O=C(c1ccc2nc3ccc(Cl)cc3c(=O)n2c1)N1CCC2(CC1)OCCO2	.	3	150	-2	92	94	.	-3	150
CCOc1cc(C2NCc3ccccc3-n3cccc32)ccc1O (centres undefined)	-16%	-3	212	-9	72	81	-1%	3	212
CC1(C)CN=C(Nc2ccc(F)c(F)c2)S1	29%	-31	172	-7	85	92	-1%	31	172
CC(C)OCCCNC(=O)c1c(N)n(CC2CCCO2)c2nc3ccccc3nc12 (centres undefined)	-69%	97*	14*	-27	62	89	6%	-97	14
CN(C)C(=O)Oc1ccc(Cl)c2ccccc12	-43%	4	117	5	92	87	-3%	-4	117
C=CCN1C(=O)NC(=O)C(Cc2ccc(OC)c(OC)c2)C1=O (centres undefined)	-51%	17	82	10	95	85	2%	-17	82
CC(C)OC(=O)c1c(N)n(Cc2ccco2)c2nc3ccccc3nc12	.	2	115	-11	46	57	-2%	-2	115
Cc1cc(C)n2nc(SCC(=O)N3CCC4(CC3)OCCO4)nc2n1	1%	-6	127	.	.	.	0%	7	127
CC(C)CCC1(CN2CCCC2=O)C(=O)NC(=O)NC1=O	6%	4	146	9	100	91	4%	-4	146
COc1cc2[nH]c(=O)n(-c3ccccc3)c(=O)c2cc1OC	16%	-12	67	-3	99	102	-5%	12	67
COCCOC(=O)c1c(N)n(Cc2ccc(OC)cc2)c2nc3ccccc3nc12	-48%	.	.	5	89	84	-36%	.	.
CCN(CC)CCN=Cc1c(O)n(CCC2=CCCCC2)c(=O)[nH]c1=O	13%	26	17	-20	77	97	-14%	-26	17
CCCCn1c(O)c(C=Nc2c(C)n(C)n(-c3ccccc3)c2=O)c(=O)[nH]c1=O	-45%	-48	131	4	90	86	-5%	48*	131*

Six records picked at random from those above:
SMILES	PLAP inhibition	IL1B NFkB inh	IL1B NFkB inh cell count 2 µM	MRP resist rev	MRP resist rev cytotoxicity	MRP resist rev with doxorubicin	Bcl-B displacement	NFkB transloc pot	NFkB transloc pot cell count 2 µM
CC1(C)CN=C(Nc2ccc(F)c(F)c2)S1	29%	-31	172	-7	85	92	-1%	31	172
O=C1C2CCCN2C(c2ccc(Cl)c(Cl)c2)N1c1ccccn1 (centres undefined)	.	6	152	14	100	86	.	-6	152
CN(C)c1ccc(P(=S)(N(C)C)N(C)C)cc1	-38%	.	.	16	92	76	3%	.	.
O=C(c1cc2c(s1)CCCCCC2)N1CCC2(CC1)OCCO2	-63%	-10	131	7	82	75	-6%	10	131
CCOc1cc(C2NCc3ccccc3-n3cccc32)ccc1O (centres undefined)	-16%	-3	212	-9	72	81	-1%	3	212
Cc1cc(C)n2nc(SCC(=O)N3CCC4(CC3)OCCO4)nc2n1	1%	-6	127	.	.	.	0%	7	127
